# KCNQ1 act: human KCNQ1 channel potentiation or activation; P51787; 310,000 tested, 0.35% active; B-score at 10 µM; CHO-K1 KCNQ1, thallium flux FluxOR fluorescence; stronger effect = higher value;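 active = fluorescence ratio B-score, a plate-corrected score, at least three library SD, with initial intensity B-score within 5 SD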
#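 Material: CHO-K1 cells stably expressing KCNQ1. Medium: assay buffer for compound exposure, DMSO matched across wells. Reagent: K+/Tl+ depolarizing stimulus. Compound dosing: single-concentration screen. Times: 37 °C overnight plating, 90-min dark dye load, 20-min compound pretreatment. Technique: FluxOR Tl+ flux fluorescence.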
# KCNK9 block: human KCNK9 channel inhibition | Q9NPC2 | HEK293 KCNK9, FluxOR thallium flux fluorescence; stronger effect = lower value | B-score at 10 µM | 310,000 tested, 1.2% active | AID 488922;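 active = ratio B-score over 3 SD below the library mean, with starting fluorescence within 5 SD of its mean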;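 note: negative B-score means less thallium flux so channel inhibition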
# PolyA inhibitor: blocks polyadenylation in yeast reporter cells | calls only at 12 µM | 300,000 tested, 0.02% active | S. cerevisiae SKY197-pL101 polyadenylation reporter, beta-gal luminescence; efflux-impaired pdr1/pdr3 knockout yeast; score 100 = 6 SD above DMSO | AID 1875;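 active = lowest replicate activity score at least 50, where 100 means six control SD above control mean; inconclusive = lowest score under 50 but half or more replicates reach 50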;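 note: yeast exposed to compound for 9 h at 30 °C; higher score means more reporter readthrough which indicates perturbed polyadenylation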
# KCNK3 block: human KCNK3 channel inhibition, primary screen; O14649; CHO-KCNK3 thallium flux, FluxOR fluorescence; stronger effect = lower value; B-score at 10 µM; 340,000 tested, 0.84% active; AID 602410;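 active = B-score under library mean minus 4 SD, starting fluorescence ratio at most library mean plus 5 SD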;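 note: more negative B-score means stronger inhibition of thallium flux through KCNK3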
# hERG rescue: hERG (human) protection from proarrhythmic block; CHO-hERG, FluxOR thallium flux, dofetilide IC70 present; activation (rescue from dofetilide block), less the hit threshold, % at 10 µM; 310,000 tested, 0.51% active;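 active = activation above the mean of controls blocked by dofetilide plus 5 SD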;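 note: thallium influx through hERG after potassium depolarization seen as dye fluorescence rise; in these data hits start at about 4.7%; inactives centre near -7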
# KCNQ1 inh: blocks the human KCNQ1 potassium channel; P51787; CHO-K1 KCNQ1, FluxOR thallium flux fluorescence; stronger effect = higher value; B-score at 10 µM; 310,000 tested, 1.3% active; AID 2642;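 active = compounds whose thallium flux B-score, printed positive for inhibition, exceeds three library SD while starting fluorescence stays within three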;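 note: channel opened by potassium depolarization with thallium stimulus after 20 min compound exposure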
# GSK3A inh: blocks human GSK-3 alpha kinase | P49840 | ADP-Glo luminescence, 60 min | AID 2650 | 320,000 tested, 0.1% active | inhibition, % at 10 µM;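 in the data active = inhibition above about 50%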;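 note: GST-tagged GSK-3 alpha with peptide substrate and 25 µM ATP; 0% = DMSO neutral wells and 100% = GW8510 positive control wells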
# Target sequence (P49840 whole entry, looked up): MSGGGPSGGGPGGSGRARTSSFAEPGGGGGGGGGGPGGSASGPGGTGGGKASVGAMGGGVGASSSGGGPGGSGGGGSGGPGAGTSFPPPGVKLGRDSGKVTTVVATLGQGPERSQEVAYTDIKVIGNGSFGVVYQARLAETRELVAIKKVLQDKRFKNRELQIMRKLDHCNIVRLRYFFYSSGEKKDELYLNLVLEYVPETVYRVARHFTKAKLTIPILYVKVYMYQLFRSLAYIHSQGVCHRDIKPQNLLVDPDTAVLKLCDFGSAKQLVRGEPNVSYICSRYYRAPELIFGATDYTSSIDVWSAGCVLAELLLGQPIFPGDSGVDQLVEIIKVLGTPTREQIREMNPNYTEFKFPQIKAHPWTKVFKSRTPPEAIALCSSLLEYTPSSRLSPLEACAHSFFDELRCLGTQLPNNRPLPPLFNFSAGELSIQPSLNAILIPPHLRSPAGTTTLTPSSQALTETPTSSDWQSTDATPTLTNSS
# RGS4 act: potentiators or activators of RGS4. HEK293 M3R/inducible RGS4, carbachol calcium flux Fluo4; stronger effect = lower value. B-score at 10 µM. 310,000 tested, 0.92% active. AID 463111;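 active = B-score of the integrated calcium signal more than 4 SD below the library mean, with starting fluorescence not abnormally high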;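 note: negative B-score means reduced calcium response which marks RGS4 activation or potentiation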
#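 System – HEK293 FlpIn-TREx cells, stable M3R, doxycycline-inducible RGS4 · Reagent – ECmax carbachol challenge · Times – compound preincubation 20 min at room temperature before agonist · Technique – Fluo4 fluorescence kinetic imaging of calcium · Measure – B score of integrated Fluo4 ratio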
# GSK3B inh: inhibitors of human GSK3beta kinase; 300,000 tested, 0.038% active; GST-GSK3beta kinase, ADP-Glo luminescence, 60 min; stronger effect = lower value; P49841; activity score (negative = inhibition), % at 10 µM;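 active = more than half of replicate wells score below -50%, meaning over 50% inhibition versus plate controls; inconclusive = some replicates but at most half score below -50%; inactive = no replicate scores below -50%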;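 note: 0% = median DMSO wells and -100% = median GW8510 positive control wells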
#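 Test system: GST-fused GSK3beta enzyme, cell-free | Quantity: 1.6 ng GST-GSK3beta enzyme per well | Reagent: 25 µM ATP with peptide substrate | Schedule: 60 min enzyme reaction, room temperature | Signal: Luminescent ADP-Glo measurement of ADP formed | Read-out basis: Score relative to plate controls | Control set: DMSO and 20 µM GW8510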
# HDAC3 inhib: inhibitors of human histone deacetylase 3; O15379; recombinant HDAC3, fluorogenic peptide/trypsin coupled, fluorescence; inhibition, % at 8.3 µM; 320,000 tested, 0.15% active; AID 2718; in the data active = inhibition above about 26%, passing the limit was not always enough; inconclusive = no clear call, values can overlap the other calls
# Target sequence (O15379 whole entry, looked up): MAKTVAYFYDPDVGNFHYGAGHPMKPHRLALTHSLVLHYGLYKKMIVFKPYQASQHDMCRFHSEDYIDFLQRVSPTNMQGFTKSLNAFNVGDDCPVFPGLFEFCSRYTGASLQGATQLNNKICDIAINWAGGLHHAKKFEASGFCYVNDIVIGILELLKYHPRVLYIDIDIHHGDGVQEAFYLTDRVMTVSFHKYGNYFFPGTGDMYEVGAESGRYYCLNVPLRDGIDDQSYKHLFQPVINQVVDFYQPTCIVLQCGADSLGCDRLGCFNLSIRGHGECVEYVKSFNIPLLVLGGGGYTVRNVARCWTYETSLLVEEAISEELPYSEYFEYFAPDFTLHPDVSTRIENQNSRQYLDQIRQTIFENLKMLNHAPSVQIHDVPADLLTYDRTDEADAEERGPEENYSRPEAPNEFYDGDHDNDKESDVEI
# Dyrk1A ADPGlo: blocks rat Dyrk1A kinase activity; inhibition, % at 12.5 µM; 310,000 tested, 0.43% active; ADP-Glo luminescence, NFATc1 peptide; in the data active = inhibition above about 50%;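 note: plate controls were vehicle with enzyme for no effect and no enzyme for full effect; many of its hits are not listed in these tables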
# Starred values were filed as active, the others as inactive; i = inactive; ? = inconclusive; nt = not tested or not shown. The list is partial; the hit share may differ from the screen's.
# Preview:
Structure	KCNQ1 act	KCNK9 block	PolyA inhibitor	KCNK3 block	hERG rescue	KCNQ1 inh	GSK3A inh	RGS4 act	GSK3B inh	HDAC3 inhib	Dyrk1A ADPGlo
Cn1c(SCC(=O)N/N=C/c2ccc([N+](=O)[O-])s2)nnc1-c1ccccc1	i	i	i	i	-6	i	1	i	-2	2	2
Cc1noc(C)c1C(=O)NCc1ccccc1	i	i	i	i	-6	i	4	i	-1	0	5
Cc1cccc(-n2ccnc2CN2CCC(CO)(Cc3ccccc3)CC2)c1	i	i	i	i	-16	i	2	i	0	4	-6
O=C(c1ccccc1Cl)N1CCN(Cc2ccc3c(c2)OCO3)CC1	i	-7*	i	i	-7	i	-5	i	1	1	-52
CCn1c2ccccc2c2n[nH]c(=S)nc21	i	i	i	i	-4	i	1	i	-1	6	-2

# The listing (from the top)
Structure	KCNQ1 act	KCNK9 block	PolyA inhibitor	KCNK3 block	hERG rescue	KCNQ1 inh	GSK3A inh	RGS4 act	GSK3B inh	HDAC3 inhib	Dyrk1A ADPGlo
Cn1c(SCC(=O)N/N=C/c2ccc([N+](=O)[O-])s2)nnc1-c1ccccc1	i	i	i	i	-6	i	1	i	-2	2	2
Cc1noc(C)c1C(=O)NCc1ccccc1	i	i	i	i	-6	i	4	i	-1	0	5
Cc1cccc(-n2ccnc2CN2CCC(CO)(Cc3ccccc3)CC2)c1	i	i	i	i	-16	i	2	i	0	4	-6
O=C(c1ccccc1Cl)N1CCN(Cc2ccc3c(c2)OCO3)CC1	i	-7*	i	i	-7	i	-5	i	1	1	-52
CCn1c2ccccc2c2n[nH]c(=S)nc21	i	i	i	i	-4	i	1	i	-1	6	-2
O=C(OCCN1CCCCC1)c1cc2ccccc2o1	i	i	i	i	-12	i	-3	i	0	-7	3
COc1cccc(C(=O)N2CCN(C3CCC(c4ccccc4)CC3)CC2)c1OC (centres undefined)	i	i	nt	i	-4	i	-2	i	3	4	-15
COc1ccccc1N(CC(N)=O)S(=O)(=O)c1ccc(C)cc1	i	i	i	i	-2	i	-1	i	-3	-5	4
CCn1c(O)c(/C=C2\C=NN=C2c2ccccc2)sc1=S	i	i	i	i	-4	i	1	i	5	-1	nt
COc1cc(CNCCSc2nnnn2C)cc(Br)c1OCc1ccccc1F	i	i	i	i	-14	i	-2	i	-2	-2	0
Cc1c(C(=O)N2CCN(c3ccccc3)CC2)oc2c(F)cccc12	i	i	i	i	-15	i	1	i	-5	10	-6
O=C(NCCCc1ccccc1)N1CCOCC1	i	i	i	i	-3	i	-2	i	2	3	-8
CCOc1ccc(C2NCCc3cc(OC)c(OC)cc32)cc1OC (centres undefined)	i	i	i	i	-4	i	-2	i	0	1	7
Cc1cnc(C)c(N2CCN(Cc3nc(-c4ccccc4)no3)CC2)n1	i	i	i	i	-7	i	-2	i	2	nt	11
O=C(NCCc1ccccn1)C(F)(F)C(F)(F)C(F)(F)C(F)(F)C(F)(F)C(F)(F)C(F)(F)C(F)F	i	i	nt	i	-8	i	-2	i	1	19	-3
Cc1cc(NS(=O)(=O)c2ccc(Br)s2)no1	i	i	i	i	-12	i	-3	i	4	0	1
COc1ccccc1OCC(=O)Nc1ccccc1C(=O)NC1CC1	i	i	i	i	-8	i	-1	i	-1	-1	9
CC(=O)Nc1cccc(C(=O)NC2CCCc3c2cnn3-c2ccccc2F)c1 (centres undefined)	i	i	i	i	-7	i	-1	i	2	-6	0
CCNC(=S)N/N=C/c1ccccc1[N+](=O)[O-]	i	i	nt	i	-12	i	-6	i	5	?	5
CCOc1ccc(NC(=O)c2ccc(NC(=S)NC3CCCCC3)cc2)cc1	i	i	i	i	-3	i	1	i	1	5	nt
COc1ccc(N2CCN(C(=O)CS(=O)Cc3nc(-c4ccc(OC)c(OC)c4)oc3C)CC2)cc1 (centres undefined)	i	i	i	i	-12	i	0	i	2	-7	2
O=C(NCc1ccco1)c1nnc(Cc2ccc(Cl)cc2)o1	i	i	nt	i	0	i	-2	i	0	-1	-2
Cc1cc(N2CCC(C)CC2)nc2ccc(N3C(=O)CCC3=O)cc12	i	i	i	i	-5	i	-1	i	-1	3	17
CCn1cc(C(=O)OCC(=O)Nc2cccc(Cl)c2Cl)c(=O)c2ccc(C)nc21	i	i	i	i	-7	i	-5	i	4	5	-1
COc1cccc(/C=N/NC(N)=S)c1OCc1cccc(Cl)c1	i	i	i	i	-13	i	0	i	2	8	7
COC(=O)c1cccc(NC(=O)CC2C(=O)NCCN2C(=O)c2ccc(F)cc2F)c1 (centres undefined)	i	i	i	i	-6	i	5	i	1	2	-2
CCOc1ccc(OCCC(=O)N2CCN(S(=O)(=O)c3ccc(F)cc3)CC2)cc1	i	i	i	i	-4	i	-2	i	-4	-11	-2
CN(Cc1ccon1)C(=O)CC1C(=O)NCCN1Cc1cccc(Oc2ccccc2)c1 (centres undefined)	i	i	i	i	-2	i	-1	i	-3	1	3
CN(C(=O)c1ccc(=O)n(Cc2ccc(Cl)cc2)c1)c1ccccc1	i	i	i	i	-15	i	0	i	-1	0	-3
COc1ccc(/C=C/C(=O)Nc2cc(S(=O)(=O)N3CCOCC3)ccc2N2CCCC2)cc1OC	i	i	i	i	-9	i	2	i	-1	5	-5
CCOCCCN(Cc1cc2cc(C)cc(C)c2[nH]c1=O)C(=O)N(CC)CC	i	i	i	i	-15	i	0	i	-1	2	4
O=C(Cc1c(F)cccc1Cl)c1ccc(O)cc1O	i	i	i	i	-15	i	12	i	-2	4	21
CN=C(NC1CCCCC1)c1ccc([N+](=O)[O-])cc1	i	i	i	i	-9	i	3	i	-6	-3	-3
CCOC(=O)c1c(-c2ccc(C)o2)csc1NC(=O)CN1CCCCC1	i	i	i	i	-9	i	3	i	9	2	3
O=C(O)/C=C/C(=O)Nc1ccc(Oc2ccc(NC(=O)/C=C/C(=O)O)cc2)cc1	i	i	i	nt	-7	i	nt	i	0	nt	nt
C[C@@H]1C(=O)OC[C@H]1NC(=O)OCc1ccccc1	i	i	i	i	-2	i	-1	i	1	0	0
O=C(Nc1c(Cl)cc(Cl)cc1C(=O)NCCN1CCOCC1)c1cccc([N+](=O)[O-])c1	i	i	i	i	-11	i	nt	i	-2	-3	-1
Cc1ccc(N(C)S(=O)(=O)c2cccc(C(=O)Nc3nnc(C4CC4)s3)c2)cc1	i	i	i	i	-9	i	-3	i	4	5	0
COc1cccc(N2CCN(C(=O)c3oc4ccccc4c3NC(=O)Cc3ccc(OC)c(OC)c3)CC2)c1	i	i	i	i	-3	i	-1	i	-3	3	-6
COc1ccccc1/C=N/NC(=O)CC(=O)NCc1cccnc1	i	i	i	i	-11	i	-3	i	1	3	2
O=C(CN1CCOCC1)N/N=C/c1ccc(C(=O)O)cc1	i	i	i	i	1	i	-2	i	0	7	0
CN(C)C(CNc1ncccn1)c1ccccc1 (centres undefined)	i	i	i	i	-5	i	0	i	-4	3	3
CC12CC3CC(C)(C1)CC(C(=O)N1CCCC1)(C3)C2	i	i	i	i	-7	i	7	i	3	1	nt
COc1cc(C(=O)N2CCN(c3ccc([N+](=O)[O-])cc3)CC2)ccc1OCc1c(C)noc1C	i	i	i	i	-7	i	-2	i	0	-1	12
Cc1ccc(C(=O)N2CCN(C)CC2)cc1S(=O)(=O)N1CCCCCC1	i	i	i	i	-11	i	-4	i	-3	nt	-5
COc1ccc(Cl)cc1C(=O)NNC(=O)c1cccnc1	i	i	i	i	-1	i	-7	i	3	4	-3
Cc1noc(NS(=O)(=O)c2ccc(NC(=O)c3oc4ccc(F)cc4c3C)cc2)c1C	i	i	i	i	-7	i	nt	i	-5	nt	60*
CN(CC(=O)Nc1c(Cl)cccc1Cl)C(=O)CCC1CCCC1	i	i	i	i	-4	i	-5	i	0	-2	0
Cc1cc(C(=O)N/N=C/c2ccccc2Br)no1	i	i	i	i	-4	i	1	i	1	1	6
CC(C)c1ccc(C(=O)CSc2n[nH]c(-c3ccncc3)n2)cc1	i	i	i	i	-14	i	-4	i	1	5	25
Fc1ccccc1CSCc1nc2ccccc2[nH]1	i	i	i	i	-13	i	-3	i	1	0	-3
CSc1nc(-c2ccccc2)nc(C(Cl)Cl)n1	i	i	i	i	-2	i	-3	i	0	1	3
Cc1ccc(SCc2c(C(=O)N/N=C/c3ccncc3)nnn2-c2nonc2N)cc1	i	i	i	i	-5	i	5	i	-2	-6	-6
Cc1cccc(OCC(=O)Nc2cc(C)c(C)cc2O)c1	i	i	i	i	-7	i	0	i	1	3	nt
COCCN1Cc2cccc(C(=O)Nc3ccc(S(=O)(=O)N4CCOCC4)cc3)c2C1=O	i	i	nt	i	-10	i	-1	i	2	1	nt
CCn1nc(CC(=O)O)c2ccccc2c1=O	i	i	i	i	-2	i	0	i	1	-2	-7
Cn1ccnc1SCC(=O)c1ccc(C#N)cc1	i	i	i	i	-6	i	2	i	-1	36*	-3
CC(C)(C)n1nc2c(c1NC(=O)COc1ccc(Cl)cc1)CSC2	i	-11*	i	i	-12	i	3	i	-2	4	-6
CSc1sc2ccccc2[n+]1CCCS(=O)(=O)[O-]	i	i	i	i	-1	i	-2	i	-1	1	4
Cc1cc2occ(CC(=O)NCc3cccs3)c2cc1C(C)C	i	i	i	i	-1	i	-1	i	1	7	-1

# Screening data deposited in PubChem BioAssay by several laboratories.
